Vif-A3F inh – Vif-A3F binding inhibition. HeLa A3F-eYFP + Vif (tagged APOBEC3F with the HIV-1 protein that degrades it), YFP fluorescence increase. Potency, µM (titrated, usually from 46.1 µM), for inactives: at the top dose activity, negative = active. 390,000 tested, 0.2% active; further: potency means the concentration at half of the fitted maximal effect; % of control where 0% means no effect; nearly all actives have a fitted effect of over 65% in size
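HeLa cells stably expressing A3F-eYFP plus Vif, plated and incubated overnight at 37 deg C, then exposed to compounds overnight at 37 deg C. Blocked degradation read as raised yellow fluorescence (Ex 488/Em 500-530).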
D1 ag – human D1 receptor agonism; P21728; HEK293 T-REx D1 cells, calcium flux, agonist mode; activation, % at 2 µM; 360,000 tested, 1% active; AID 504660; in the data active means activation above about 30%; further: 0% is about no effect
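Tetracycline-induced HEK293 TREx D1 cells, force-coupled to calcium signalling, were dye-loaded with a no-wash calcium kit. Compound was pin-added after a 10 s baseline. Fluorescence was read kinetically at 1 cycle/s for 180 s, with calcium rises flagged as agonism.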
D2 potentiator – D2 dopamine receptor (human) potentiation; 340,000 tested, 0.34% active; HEK293 T-REx D2, calcium flux, EC20 dopamine potentiation; P14416; potentiation, % at 10 µM;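 active means potentiation over 3 SD above the plate norm, cut at about 30% in these data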; further: 0% is about no effect
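Cells plated with tetracycline inducer and held overnight at 30 C; calcium dye loaded 30–90 min at room temperature; baseline taken, compound added and read 180 s; EC20 dopamine then added and read 180 s.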
Vif-APOBEC3G blk – Vif-A3G binding inhibition; Q9HC16; HeLa A3G-eYFP + Vif (tagged APOBEC3G with the HIV-1 protein that degrades it), YFP fluorescence, overnight; Potency, µM (series often up to 46.1 µM), inactives show at the highest dose activity, negative = active, hits mostly inhibitors; 410,000 tested, 0.076% active; AID 602310;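 further: potency means the concentration at half of the fitted maximal effect; on the % scale 0 is the no-effect control and ±100 the full control effect; nearly all actives have a fitted effect of over 60% in size; hits raise eYFP signal because A3G escapes Vif-driven loss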
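HeLa cells stably expressing Vif and C-terminally eYFP-tagged A3G, seeded overnight at 37 deg C, then exposed to compound by pintool overnight at 37 deg C. Rise in yellow fluorescence (Ex 488/Em 500-530, Acumen) marks blocked Vif-driven A3G degradation.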
D1 antagonist – human D1 dopamine receptor antagonism. HEK293 TREx D1 cells, calcium flux, dopamine EC80; hits give low values. activity change, negative = inhibition, % at 10 µM. 360,000 tested, 3.2% active. AID 504652; in the data active means activity change below about -30%; further: on the % scale 0 is the no-effect control and ±100 the full control effect
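HEK293 T-REx cells expressing inducible, force-coupled D1 receptor; no-wash Ca dye, 30–90 min RT. Cmpd → 180 s read at 1 Hz → EC80 DA → 180 s read.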
D1 potentiator – potentiators of human D1 dopamine receptor; 360,000 tested, 0.036% active; P21728; AID 504651; potentiation, % at 10 µM; HEK293 TREx D1 cells, calcium flux, dopamine EC20 potentiation; in the data active means potentiation above about 30%; further: 0% is about no effect
RXFP1 ag – activates the human relaxin receptor RXFP1 | Q9HBX9 | HEK293T-RXFP1 cAMP TR-FRET, 30 min; response scale: percent of porcine relaxin response, buffer zero | Potency, µM (titrated, usually from 57.5 µM), inactives show at the highest dose activation, hits mostly activators | 370,000 tested, 0.3% active; further: potency means the concentration at half of the fitted maximal effect; on the % scale 0 is the no-effect control and ±100 the full control effect; nearly all actives have a fitted effect of over 60% in size; many of its hits are not listed in these tables
Target sequence (Q9HBX9 whole entry, looked up): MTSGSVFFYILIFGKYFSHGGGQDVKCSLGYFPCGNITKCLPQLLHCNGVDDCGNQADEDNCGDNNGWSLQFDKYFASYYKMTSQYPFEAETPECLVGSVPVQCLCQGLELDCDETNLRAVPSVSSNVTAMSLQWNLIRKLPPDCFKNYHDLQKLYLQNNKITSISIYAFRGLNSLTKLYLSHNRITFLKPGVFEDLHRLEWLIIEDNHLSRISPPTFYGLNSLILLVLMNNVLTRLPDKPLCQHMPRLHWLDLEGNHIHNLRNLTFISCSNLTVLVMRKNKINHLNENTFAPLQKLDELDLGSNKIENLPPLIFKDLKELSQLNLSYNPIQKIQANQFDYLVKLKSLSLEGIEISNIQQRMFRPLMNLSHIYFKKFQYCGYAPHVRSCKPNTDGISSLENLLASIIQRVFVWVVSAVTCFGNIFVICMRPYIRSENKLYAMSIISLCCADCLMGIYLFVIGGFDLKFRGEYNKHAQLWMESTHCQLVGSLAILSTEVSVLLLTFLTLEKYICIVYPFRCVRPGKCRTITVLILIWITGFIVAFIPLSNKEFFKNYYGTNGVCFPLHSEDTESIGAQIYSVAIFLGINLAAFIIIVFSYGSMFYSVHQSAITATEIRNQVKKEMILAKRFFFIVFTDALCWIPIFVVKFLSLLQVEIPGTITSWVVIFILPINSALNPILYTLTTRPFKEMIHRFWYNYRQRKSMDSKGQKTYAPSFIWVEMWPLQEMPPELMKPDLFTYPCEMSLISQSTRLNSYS
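Agonist response is measured as cAMP accumulation in an RXFP1-transfected HEK293T line under PDE4 inhibition. Values are scaled between buffer-only and 29 nM porcine relaxin, and EC50s come from standard Hill equation fits.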
GRP78 ERSR act – induces the endoplasmic reticulum stress response in human glioma cells. U87-MG GRP78 promoter luciferase reporter, 16 h. Potency, µM, inactives show top-dose activation, usual class: activators. 420,000 tested, 0.02% active. AID 602332; further: potency means the concentration at half of the fitted maximal effect; series mostly up to about 76 µM; % of control where 0% means no effect; nearly all actives have a fitted effect of over 35% in size
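ERSR induction read as luciferase luminescence (Bright-Glo, 10 min at room temperature) in stably transfected human U87-MG glioma cells exposed to compounds for 16 h, using GRP78 as sensor.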
RXFP1 antag – antagonists of human relaxin receptor RXFP1; HEK293-RXFP1, relaxin-stimulated cAMP HTRF, 30 min; hits give low values; 350,000 tested, 0.59% active; activity change, negative = inhibition, % at 57.5 µM;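 active means activity change of -60% or lower, but not beyond a set lower limit; inconclusive means change between -60% and -40%, or beyond the set limit; inactive means change above -40%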; further: on the % scale 0 is the no-effect control and ±100 the full control effect
* marks the source's active call; other numbers are inactive results; ? = inconclusive; / = not tested or not shown. Unless noted, the call rests on the fitted dose curve; in most records, active means well fitted curve in the direction sought with a large enough effect; inconclusive means small, poorly fitted or top-dose-only effect, or another doubt; inactive means no such curve, though single readings can be large; an effect the other way counts as inactive or inconclusive. Some of the compounds tested (hit frequency here may not be typical).

The opening three entries as a preview:
Order of results – D1 potentiator, RXFP1 ag, Vif-APOBEC3G blk, Vif-A3F inh, D2 potentiator, D1 antagonist, RXFP1 antag, D1 ag, GRP78 ERSR act
> CCSc1ncc(C)cc1[N+](=O)[O-]
 : -5, 0.7%, 1%, -8%, -2, -8, 7, 3, -2%
> Cc1ccc(C)c(CN2C(=O)c3ccccc3S(=O)c3ccc(C(=O)NCCC4=CCCCC4)cc32)c1 (configuration not stated)
 : 2, 0.2%, 2%, 11%, 6, 6, /, 5, -3%
> Cc1nnc(SCc2ccccc2Cl)n1CC1CCCO1 (configuration not stated)
 : /, -1.0%, 1%, /, /, /, -19, /, -5%

All compounds of this part, from the first entry:
Order of results – D1 potentiator, RXFP1 ag, Vif-APOBEC3G blk, Vif-A3F inh, D2 potentiator, D1 antagonist, RXFP1 antag, D1 ag, GRP78 ERSR act
> CCSc1ncc(C)cc1[N+](=O)[O-]
 : -5, 0.7%, 1%, -8%, -2, -8, 7, 3, -2%
> Cc1ccc(C)c(CN2C(=O)c3ccccc3S(=O)c3ccc(C(=O)NCCC4=CCCCC4)cc32)c1 (configuration not stated)
 : 2, 0.2%, 2%, 11%, 6, 6, /, 5, -3%
> Cc1nnc(SCc2ccccc2Cl)n1CC1CCCO1 (configuration not stated)
 : /, -1.0%, 1%, /, /, /, -19, /, -5%
> CCN(CC)c1ccc(/C=N/OCC(=O)N2CCCc3ccccc32)cc1
 : 0, 1.7%, -26%, 9%, 0, -3, 7, 1, -3%
> CCN1CCCC1CNC(=O)c1cn(C)c2ccc(S(=O)(=O)N3CCCCCC3)cc2c1=O (configuration not stated)
 : 0, 14%, -1%, -5%, 8, 3, -3, 0, -4%
> CCCOc1ccccc1NC(=O)/C=C/C(N)=O
 : 7, 0.2%, -2%, -7%, 7, -5, 14, 1, -12%
> Cc1ccc(-c2cc(C(=O)Oc3ccccc3)c3cccc(C)c3n2)cc1
 : 0, 0.9%, 2%, -4%, -9, -11, 5, 3, -3%
> O=c1c2ccccc2sn1-c1cccc(Cl)c1
 : /, /, -9%, ?, /, /, -15, /, -5%
> COc1ccc(-c2noc(CCCOc3ccccc3)n2)cc1OC
 : -5, 1.2%, -6%, 0%, -1, -21, -12, 8, -3%
> COc1ccc2cc3cc(C(=O)N4CCN(C5CCCCC5)CC4)oc3nc2c1
 : -4, 8.6%, 6%, 1%, -4, -13, -10, 2, 2%
> CNc1nc(CC(C)=O)ns1
 : -2, -0.4%, -1%, -2%, 21, -14, -5, 2, -3%
> Cc1ccc(Cn2ccc(NC(=O)C3C4CCC(C4)C3C(=O)O)n2)cc1 (configuration not stated)
 : 4, 0.2%, 0%, /, -8, 3, -26, 0, -4%
> CN(C)c1nc(Oc2ccc(=O)n(-c3ccccc3)n2)nc(N2CCOCC2)n1
 : 4, 1.5%, -7%, -6%, 2, 6, -2, 4, -1%
> CCCCn1cc(S(=O)(=O)c2ccc(Cl)cc2)c(=O)c2cc(F)c(N3CCCCC3)cc21
 : 1, 6.9%, 3%, -1%, 2, 7, -15, 0, -3%
> Cc1cc(C(=O)c2ccccc2)c(NC(=O)CCl)s1
 : -3, -1.2%, -18%, 5%, 11, 8, -4, 1, -11%
> O=C(COC(=O)C12CC3CC(CC(C3)C1)C2)Nc1ccc([N+](=O)[O-])cc1Cl
 : -1, 5.3%, 0%, -8%, 2, 6, 9, 0, -4%
> COC(=O)C1=NNC2(C)C(=O)N(c3ccc(C)cc3)C(=O)C12 (configuration not stated)
 : -1, -0.2%, 0%, 4%, 0, 2, 9, 1, -1%
> COC(=O)c1ccc(NC(=O)N2CCN(c3nnc(C)c4c(C)n(-c5ccccc5)nc34)CC2)cc1
 : -3, 3.2%, /, /, -5, 9, 2, 2, /
> CCN(Cc1ccncc1)C(=S)Nc1ccc(Cl)cc1
 : -3, 0.4%, -5%, 1%, 0, -11, 6, 15, -1%
> Cc1cccc(NC(=O)CSc2nc(N)c(NC(=O)c3ccccc3F)c(=O)[nH]2)c1
 : -6, -1.1%, 1%, -3%, -6, 1, -25, 0, 7%
> CCNc1ccc2c(Cl)cc(=O)oc2c1
 : -1, 1.8%, -1%, -17%, -3, -12, -9, 1, 0%
> O=C(Nc1cccnc1)c1ccc(C(=O)Nc2cccnc2)cc1
 : 0, 1.0%, -6%, -15%, 18, 9, -7, 0, 0%
> COC(=O)CCNC(=O)CCc1ccc(S(=O)(=O)N2CCCCCC2)cc1
 : -8, 0.2%, -1%, 0%, -2, -16, -4, 2, 2%
> COc1cccc(CC(=O)N2CCCC(CCC(=O)N3CCN(c4ccccn4)CC3)C2)c1 (configuration not stated)
 : -1, 0.9%, 2%, -3%, 5, 7, -12, 0, -1%
> CCOC(=O)c1cc(C)n(-n2cnnc2)c1C
 : 2, 0.5%, -7%, 4%, 9, 5, -8, 1, -2%
> COc1c2ccoc2nc2c(OC)cccc12
 : -2, 3.1%, 0%, 1%, -2, 11, -4, 1, 0%
> CN(C)c1ccc(/C=N\Nc2ccccn2)cc1
 : 1, -1.0%, 0%, ?, 14, -4, -7, 6, -5%
> CCOC(=O)c1cnc(SC)nc1Oc1cccc(NS(=O)(=O)c2ccc(Cl)cc2)c1
 : -3, -0.4%, -17%, 2%, -4, 12, -3, 1, -4%
> COc1nc2c(c(-c3cc(Br)cs3)c1C#N)Cc1ccccc1-2
 : 0, 2.6%, -2%, 4%, 7, -9, 1, 2, -3%
> O=C(Cn1cncc1-c1ccc([N+](=O)[O-])cc1)Nc1cccc2ccccc12
 : -5, 0.8%, -7%, 1%, -4, 4, -1, 0, -4%
> N/C(=N\OC(=O)c1ccc(Cl)cc1)c1nonc1N
 : -6, -0.7%, 0%, 1%, 3, -7, -15, 0, 5%
> Cc1ccc(CN(C)C(=O)CN2C(=O)NC3(CCCC3)C2=O)o1
 : -3, 0.0%, 0%, -1%, -5, 17, 2, 2, -1%
> CCCN(CCC)S(=O)(=O)c1ccc(C(=O)N2CCCc3ccccc32)cc1
 : -4, -0.1%, 2%, -12%, -3, -15, 0, 5, -2%
> COCCNC(=O)C1CC(=O)N(C2CCCC2)C1 (configuration not stated)
 : -6, 1.6%, 3%, 2%, -5, 31, 0, 0, -2%
> COc1cccc(/C=N\NC(=O)c2ccc(Cn3cc(Br)c([N+](=O)[O-])n3)o2)c1O
 : -5, 3.2%, -22%, 0%, -15, -21, -34, 2, -2%
> O=C(CC1C(=O)NCCN1C(=O)Nc1ccc(C(F)(F)F)cc1)Nc1ccc(F)cc1 (configuration not stated)
 : -8, -1.3%, -11%, -6%, /, -25, -2, 12, 1%
> O=C(NCc1ccco1)C1CCCN1C(=O)Nc1ccccc1[N+](=O)[O-] (configuration not stated)
 : -5, 2.1%, -1%, -5%, /, -17, -18, 0, -2%
> COc1ccc(-c2cc(C(=O)N3CCCCCC3)c3cc(C)ccc3n2)cc1
 : -1, 4.8%, 0%, 4%, -1, -11, -21, 17, -3%
> CCOC(=O)c1[nH]c(C)c(/C(O)=C2\C(=O)C(=O)N(CCN(C)C)C2c2ccncc2)c1C (configuration not stated)
 : -4, 0.7%, -3%, /, 2, 5, -2, 2, 2%
> CCOC(=O)/C(C#N)=C/Nc1ccsc1C(C)=O
 : 3, 5.7%, 0%, 6%, 20, 7, -6, -1, -1%
> COc1ccc(-c2cnc(C(N)=O)c(=O)[nH]2)cc1
 : /, /, -2%, -10%, /, /, 15, /, 0%
> Cc1nc(SC(C(=O)c2ccccc2)c2ccccc2)nc2ccccc12 (configuration not stated)
 : 2, 0.5%, -5%, -13%, 9, 4, 0, 4, -5%
> CC1CCCN(c2c3c(nc4ccccc24)CCCC3)C1 (configuration not stated)
 : -1, 4.2%, 2%, -15%, 12, 12, -9, 18, -7%
> COc1ccc(-c2cc(C3CCN(Cc4ccc([N+](=O)[O-])cc4)CC3)[nH]n2)cc1
 : -3, 0.1%, 1%, 4%, 0, 24, -8, 7, -2%
> Nc1c(C(=O)NC2CCCCC2)c2nc3ccccc3nc2n1/N=C/c1ccco1
 : -1, 0.0%, /, /, 5, -2, /, 1, /
> Cc1ccccc1NC(=O)COC(=O)c1ccccc1SCC(=O)N1CCCC1
 : -19, 0.1%, 0%, -11%, 4, 0, -16, 1, -1%
> Cc1cc(N=Cc2c(O)n(-c3cccc(Cl)c3)c(=O)c3ccccc23)no1
 : -5, 1.3%, 2%, -17%, -6, -21, -6, 4, -4%
> COc1ccc(S(=O)(=O)N2CCc3ccccc32)cc1C(=O)Nc1ccc(NC(C)=O)cc1
 : /, /, -5%, -30%, /, /, 7, /, -6%
> Cc1ccc(O)c(C(=O)c2cnc3c(c2)c(=O)n(C)c(=O)n3C)c1
 : 4, 2.0%, 0%, -1%, 1, 17, 12, -1, -4%

An excerpt from above, showing only D1 potentiator, Vif-APOBEC3G blk and RXFP1 antag:
mol,D1 potentiator,Vif-APOBEC3G blk,RXFP1 antag
COc1cccc(/C=N\NC(=O)c2ccc(Cn3cc(Br)c([N+](=O)[O-])n3)o2)c1O,-5,-22%,-34
N/C(=N\OC(=O)c1ccc(Cl)cc1)c1nonc1N,-6,0%,-15

Looked up above:
In D1 potentiator, CCOC(=O)c1[nH]c(C)c(/C(O)=C2\C(=O)C(=O)N(CCN(C)C)C2c2ccncc2)c1C (configuration not stated) has -4
In D1 potentiator, COc1ccc(-c2cc(C3CCN(Cc4ccc([N+](=O)[O-])cc4)CC3)[nH]n2)cc1 has -3

Screening results from PubChem.
